CHRM5 antagonist = blocks acetylcholine activation of human M5 receptor | 360,000 compounds, 0.59% hits | CHO-hM5 cells, Fluo-8 calcium fluorescence, ACh EC80 | inhibition, % at 3 µM;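 active = inhibition above a per-plate cutoff, the mean of that plate's test compounds plus 3 SD, cut at about 27% in these data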;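 note: 0% = acetylcholine EC80 with DMSO and 100% = DMSO without agonist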
Target sequence (P08912 whole entry, looked up): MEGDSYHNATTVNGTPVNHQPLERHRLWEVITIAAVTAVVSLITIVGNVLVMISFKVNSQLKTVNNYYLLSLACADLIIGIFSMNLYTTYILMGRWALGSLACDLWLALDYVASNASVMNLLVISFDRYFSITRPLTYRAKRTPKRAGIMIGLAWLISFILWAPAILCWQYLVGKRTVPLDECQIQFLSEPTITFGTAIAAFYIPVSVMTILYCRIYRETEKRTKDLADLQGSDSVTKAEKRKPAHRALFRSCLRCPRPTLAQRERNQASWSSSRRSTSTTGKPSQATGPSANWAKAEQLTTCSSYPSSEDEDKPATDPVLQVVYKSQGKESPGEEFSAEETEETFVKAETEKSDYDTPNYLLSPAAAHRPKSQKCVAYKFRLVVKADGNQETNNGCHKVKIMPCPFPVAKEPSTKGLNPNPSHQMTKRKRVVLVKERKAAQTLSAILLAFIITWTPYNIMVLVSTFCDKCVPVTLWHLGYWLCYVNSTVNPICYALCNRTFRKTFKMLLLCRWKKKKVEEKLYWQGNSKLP
M1 antag = antagonists of human M1 muscarinic receptor; CHO-K1 hM1, Fluo-8 calcium fluorescence, ACh EC80 antagonist; inhibition, % at 3 µM; 360,000 compounds, 1.3% hits;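 active = percent inhibition above its own plate's cutoff, namely the mean of that plate's compound wells plus 3 SD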;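 note: peak over basal fluorescence ratio during 140 s after agonist addition; 0% = ACh EC80 plus DMSO and 100% = DMSO alone without agonist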
Target sequence (P11229 whole entry, looked up): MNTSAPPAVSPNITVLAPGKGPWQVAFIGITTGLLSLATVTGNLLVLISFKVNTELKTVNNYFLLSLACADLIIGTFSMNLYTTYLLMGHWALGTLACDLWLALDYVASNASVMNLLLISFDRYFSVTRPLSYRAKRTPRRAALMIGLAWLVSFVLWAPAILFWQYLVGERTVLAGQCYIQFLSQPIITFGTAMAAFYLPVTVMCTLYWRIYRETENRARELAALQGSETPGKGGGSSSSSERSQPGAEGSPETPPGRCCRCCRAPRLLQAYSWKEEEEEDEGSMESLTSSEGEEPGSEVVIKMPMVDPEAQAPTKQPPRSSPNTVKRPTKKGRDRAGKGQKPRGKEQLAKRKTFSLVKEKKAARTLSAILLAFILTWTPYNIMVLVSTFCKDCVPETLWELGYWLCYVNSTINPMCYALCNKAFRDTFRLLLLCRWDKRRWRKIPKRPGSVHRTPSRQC
M1 PAM = positive allosteric modulators of human M1 muscarinic receptor; P11229; CHO-K1 hM1, Fluo-8 calcium fluorescence, ACh EC20; 0% = ACh EC20, 100% = maximal ACh; activation, % at 3 µM; 360,000 compounds, 0.088% hits; AID 588819; in the data active = activation above about 19%, passing the limit was not always enough
M4 antag = CHRM4 antagonism in calcium assay; P08173; CHO-hM4 cells, ACh EC80, Fluo-8 calcium fluorescence; 360,000 compounds, 0.73% hits; inhibition, % at 3 µM; AID 624125;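 active = inhibition above its plate's cutoff, the mean inhibition of sample wells plus 3 SD, cut at about 27% in these data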;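 note: 0% = acetylcholine EC80 with DMSO and 100% = DMSO without agonist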
CHRM1 agonist = human M1 muscarinic receptor agonism; 360,000 compounds, 0.33% hits; activation, % at 3 µM; CHO-K1 hM1, Fluo-8 calcium fluorescence, agonist mode; 0% DMSO, 100% acetylcholine EC100; P11229;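 active = activation above the run's mean compound activation plus 3 SD, cut at about 16% in these data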;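 note: peak over basal fluorescence ratio within a 140 s kinetic read after compound addition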
CHRM5 PAM = potentiates acetylcholine response at human M5 receptor | P08912 | CHO-K1 hM5, Fluo-8 calcium, ACh EC20 PAM; 0% = ACh EC20, 100% = ACh EC100 | activation, % at 3 µM | 360,000 compounds, 0.3% hits | AID 624038;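 active = activation above the run cutoff, the mean activation of all test compounds plus 3 SD, cut at about 18% in these data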
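Replicates: One well per compound, no replicates | System: Human M5 receptor in CHO-K1 cells | Benchmarks: Low control EC20 acetylcholine (0%), high control EC100 acetylcholine (100%) | Probe or stimulus: Acetylcholine, EC20 level | Times: Fluo-8 loading 80 min at 37 °C plus 30 min room temperature | Signal: Intracellular calcium via Fluo-8 fluorescence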
TAAR1 agonist = human TAAR1 agonism. 360,000 compounds, 0.99% hits. activation, % at 3 µM. Q96RJ0. CHO RD-HGA16 TAAR1, Fluo-8 calcium fluorescence; vehicle wells 0%, saturating PEA agonist 100%. AID 624467;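 active = activation above the mean activation of all test compounds in the run plus 3 SD, cut at about 38% in these data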
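System: CHO-derived RD-HGA16 cells with stable Gα16 and human TAAR1. Times: 17-24 h plating, Fluo-8 75 min 37 °C, 30 min RT. Measured by: calcium-sensitive Fluo-8 signal, excitation 470-495, emission 515-575 nm. Read-out basis: % activation relative to PEA EC100 response. Control set: DMSO and PEA EC100. Repeats: no replicates (n 1).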
M4 ag = agonists of human muscarinic M4 receptor (CHRM4); CHO-K1 hM4/Gqi5, Fluo-8 calcium fluorescence; vehicle 0%, full acetylcholine response 100%; activation, % at 3 µM; 360,000 compounds, 0.14% hits; AID 624127;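 active = activation above the run mean over all test wells plus 3 SD, cut at about 32% in these data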;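 note: peak over basal fluorescence ratio per well then scaled between controls; 0% = DMSO wells and 100% = acetylcholine at EC100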
CHRM5 agonist = CHRM5 agonism in calcium assay; P08912; CHO-K1 hM5 cells, Fluo-8 calcium fluorescence; 0% DMSO wells, 100% maximal acetylcholine response; activation, % at 3 µM; 360,000 compounds, 0.19% hits; AID 624037;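 active = activation above the run's mean over test compounds plus 3 SD, cut at about 23% in these data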;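 note: signal is peak over basal fluorescence ratio across the kinetic read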
* hit, by the source's call; x = not tested or not shown.

SMILES | CHRM5 antagonist | M1 antag | M1 PAM | M4 antag | CHRM1 agonist | CHRM5 PAM | TAAR1 agonist | M4 ag | CHRM5 agonist
Cc1cc(NC(=O)CSc2nnc(-c3ccc([N+](=O)[O-])cc3)o2)no1 | 7 | -2 | 3 | 7 | -2 | -4 | 3 | 1 | -2
O=C(COC(=O)CCN1C(=O)c2cccc([N+](=O)[O-])c2C1=O)NC1CCS(=O)(=O)C1 (stereo unspecified) | 4 | -8 | 11 | 6 | -1 | 5 | 0 | 1 | 1
NC(=O)c1ccc(NC(=O)CCN2C(=O)c3ccccc3C2=O)cc1 | 1 | -2 | 9 | -6 | -2 | 0 | 6 | 2 | -3
CC(C)OC(=O)C(=O)NNc1ccccc1 | -2 | 1 | -5 | 7 | -2 | -1 | 2 | 0 | 0
COc1ccccc1NC(=S)NCc1ccccc1 | 0 | -14 | 4 | 0 | -4 | 6 | 1 | 1 | -10
Cc1cccc(CN2CCN(C3CN(Cc4cn(Cc5cccc(C(F)(F)F)c5)nn4)S(=O)(=O)C3)CC2)c1 (stereo unspecified) | -2 | x | x | 7 | x | 1 | 4 | 7 | 3
O=C1CC(c2ccc(Cl)cc2)n2nc(N3C(=O)c4ccccc4C3=O)nc2N1 (stereo unspecified) | -8 | -4 | 5 | 3 | -1 | 10 | 27 | 1 | -1
OC(CSc1c(Cl)cccc1Cl)CN1CCN(c2ccccc2F)CC1 (stereo unspecified) | -1 | 3 | -6 | -10 | -5 | -2 | 28 | 5 | -4
Cc1nc(-c2ccccc2)sc1C1(C)CC(c2cccc(F)c2)=NO1 (stereo unspecified) | 4 | 15 | -3 | -16 | -3 | 6 | -2 | 2 | 0
Cc1noc2c1C(c1ccc(N(C)C)cc1)C1=C(CC(C)(C)CC1=O)N2 (stereo unspecified) | -8 | -9 | 1 | -1 | -7 | -2 | 1 | 0 | -3
Cc1cccc(N(CC(=O)NCc2ccco2)C(=O)CCC(=O)Nc2ccccn2)c1C | 14 | -4 | -3 | 16 | -3 | 0 | 2 | 3 | 2
O=C1NCCN(Cc2ccc(F)cc2)C1CC(=O)N1CC=C(c2ccccc2)CC1 (stereo unspecified) | 13 | -9 | 5 | 8 | -3 | -1 | 0 | 0 | -3
Cc1cccc(N(CC(=O)NCc2ccc3c(c2)OCO3)C(=O)CCC(=O)Nc2ccccn2)c1 | -7 | 12 | -6 | -7 | -3 | -9 | 6 | 5 | -1
CC(C)C(=O)NCCc1nc2ccccc2n1C | -3 | -14 | 10 | 1 | -3 | 3 | 5 | 1 | -9
COc1ccc(CNC(=O)CCS(=O)(=O)c2ccc3c(c2)CC(C)N3C(=O)C2CC2)cc1 (stereo unspecified) | -1 | -5 | 7 | -4 | 0 | -3 | 1 | 2 | 1
CC1CCC2(CC1)NC(=O)N(CC(=O)N1CCN(c3ccccc3)CC1)C2=O (stereo unspecified) | 4 | 19 | -10 | 3 | -1 | 6 | 0 | 0 | 2
COc1ccc(-c2cnn(C3CCS(=O)(=O)C3)c2N)cc1 (stereo unspecified) | 0 | -1 | 3 | 1 | -3 | 4 | -4 | 1 | 0
CCCCNC(=O)/C=C/c1ccc(OC)c(Br)c1 | 13 | 4 | -1 | 13 | -5 | -7 | 6 | -1 | -5
COc1ccc(S(=O)(=O)NCC2CCCN(C(=O)c3cccnc3)C2)cc1 (stereo unspecified) | -4 | -7 | 10 | 2 | -10 | 1 | -1 | 1 | -5
CCOC(=O)C1=C(CN2CCN(C(=O)c3ccco3)CC2)NC(=O)NC1c1ccc(Cl)cc1 (stereo unspecified) | -1 | -7 | 0 | -5 | -4 | -1 | 1 | 3 | 0
CCCCNC(=O)C1CCN(c2nc(OC)nc(OC)n2)CC1 | -3 | -10 | 10 | -1 | 0 | -1 | 3 | -1 | 3
CCN1C(=O)[C@H]2[C@@H](c3ccc(C)cc3)N3C(=O)N(c4ccc(C)cc4)C(=O)[C@@]3(CC)[C@H]2C1=O | 15 | 2 | 4 | 0 | -2 | -7 | 0 | 0 | -2
CC1(C)CC(=O)C=C(NC2=CC3OC(c4ccccc4)OCC3OC2=O)C1 (stereo unspecified) | 7 | -2 | -1 | 11 | 0 | -1 | 3 | 1 | 2
CCCC(=O)c1c[nH]c(C(=O)NCCCN2CCOCC2)c1 | -2 | -25 | 2 | 11 | 1 | -1 | 9 | 1 | 2
CCCOc1ccc(CCc2n[nH]c(=S)n2-c2ccccc2)cc1 | 3 | 2 | -1 | -6 | -7 | -16 | 2 | 3 | -16

Looked up above.
Cc1cc(NC(=O)CSc2nnc(-c3ccc([N+](=O)[O-])cc3)o2)no1 in CHRM5 PAM: -4
CCN1C(=O)[C@H]2[C@@H](c3ccc(C)cc3)N3C(=O)N(c4ccc(C)cc4)C(=O)[C@@]3(CC)[C@H]2C1=O in M1 antag: 2
O=C(COC(=O)CCN1C(=O)c2cccc([N+](=O)[O-])c2C1=O)NC1CCS(=O)(=O)C1 (stereo unspecified) in CHRM5 antagonist: 4
CC1(C)CC(=O)C=C(NC2=CC3OC(c4ccccc4)OCC3OC2=O)C1 (stereo unspecified) in M1 PAM: -1

Additional results:
SMILES | CHRM5 antagonist | M1 antag | M1 PAM | M4 antag | CHRM1 agonist | CHRM5 PAM | TAAR1 agonist | M4 ag | CHRM5 agonist
COc1cccc(NC(=O)N2C3CCCC2CC(NC(=O)C2CC2)C3)c1 (stereo unspecified) | 2 | 10 | -3 | 13 | -10 | -2 | 1 | 1 | -6
Cc1cc(N2CCCCCC2)n2nc(C)c(-c3ccccc3)c2n1 | -9 | 1 | -1 | -10 | -5 | 2 | -1 | 1 | -1
COc1ccc(CN=Cc2c(O)[nH]c3ccccc23)cc1 | -1 | -4 | 16 | -7 | -9 | -7 | 2 | 1 | -4
CCCCCOC(=O)c1ccc(N2C(=O)C3C4C=CC(C4)C3C2=O)cc1 (stereo unspecified) | -2 | 7 | -11 | 3 | -6 | -5 | 13 | 3 | -1
CCN1CC(CN(C)Cc2nc(-c3cccs3)no2)CC1=O (stereo unspecified) | -8 | 3 | 8 | 1 | -10 | -2 | 3 | 1 | -3
O=[N+]([O-])c1ccc(OCC2CC(c3ccccc3)=NO2)cc1 (stereo unspecified) | 0 | 10 | -7 | 3 | -5 | -7 | -2 | 9 | 0
CC1(c2nnc(-c3ccccc3)o2)CC(c2ccc(F)cc2)=NO1 (stereo unspecified) | 12 | -2 | 7 | -3 | -5 | -1 | 4 | 2 | 1
Cc1ccc(N=C2SCCCN2C(=O)C2=COCCO2)cc1Cl | -2 | -5 | 1 | -6 | -6 | 1 | 5 | 1 | 0
CN1/C(=C\C(=S)NC(=O)c2ccc([N+](=O)[O-])cc2)C(C)(C)c2ccccc21 | -2 | 2 | 5 | -4 | -5 | 9 | 2 | 1 | 1
O=C1CSC(c2cccc(Cl)c2Cl)N1c1ccccn1 (stereo unspecified) | 6 | 0 | 1 | -8 | -9 | -4 | 19 | -2 | -8
NS(=O)(=O)c1ccc(CCNC(=O)C2CCN(c3ncnc4c3nc3n4CCCCC3)CC2)cc1 | 5 | 5 | -3 | 4 | -2 | 0 | 0 | 0 | -2
COc1ccc(C(=O)c2ccc(N3CCN(C4CC(=O)NC4=O)CC3)cc2)cc1F (stereo unspecified) | 1 | -8 | 4 | -3 | -1 | -2 | 13 | 6 | -3
CNC(=S)N(CCc1ccc(S(N)(=O)=O)cc1)C1CC(=O)N(c2ccccc2F)C1=O (stereo unspecified) | 5 | -1 | 4 | 5 | -6 | 0 | 13 | 1 | -3
O=C(NCc1ccco1)c1cnn2c(C(F)F)cc(-c3ccccc3)nc12 | -2 | -11 | 7 | 0 | -3 | -3 | -1 | 1 | 2
FC(c1nc2ccccc2[nH]1)C(F)(F)F (stereo unspecified) | 1 | -2 | 3 | 2 | -3 | 2 | 1 | 1 | 1
Cn1c(C(=O)O)c(CC(=O)Nc2ccc(F)cc2F)c2ccccc21 | -7 | -2 | 1 | 8 | -2 | 2 | 14 | 0 | -5
O=C(CCC1CCCN(Cc2ccc3c(c2)OCCO3)C1)NCc1ccccc1F (stereo unspecified) | 11 | -11 | 3 | -4 | -8 | -4 | 1 | 0 | -13
COCCN1C=C(C(=O)OC)C(c2ccc(Cl)cc2)C(C(=O)OC)=C1 | -20 | -1 | 8 | 7 | -12 | 16 | 14 | 0 | -6
CCOC(=O)C1=C(O)C(=O)N(Cc2ccccc2)CC1 | -2 | 4 | -1 | 4 | -4 | 2 | 1 | 1 | 0
CC(/C=C1\SC(=O)N(CC(=O)Nc2ccc(O)cc2)C1=O)=C\c1ccccc1 | 4 | 8 | 0 | -3 | -4 | -3 | 13 | 2 | 2
Cc1cc(C)c[n+](CC(=O)c2ccccc2)c1 | 12 | -22 | 21 | -5 | 0 | 1 | 7 | 1 | -2
Cc1ccccc1NC(=S)N(Cc1ccco1)C(C)c1cccs1 (stereo unspecified) | 14 | -5 | 8 | 7 | 1 | -5 | 0 | 0 | -4
COc1cc(/C=N/NC(=O)c2ccccn2)ccc1OC(=O)c1ccc(Br)cc1 | 3 | -4 | 1 | 2 | 0 | 2 | 2 | 3 | -1
Cc1ccc(-c2cc3nc(C)cc(NCc4ccco4)n3n2)cc1 | -5 | -5 | 6 | 2 | -7 | 6 | 10 | -2 | -3
Cc1nn(C)c(C)c1/C=C(\C#N)S(=O)(=O)c1ccc(F)cc1 | -4 | -2 | -2 | -25 | 0 | 0 | 1 | 7 | 1

The closing four compounds of the section above open the next one:
SMILES | CHRM5 antagonist | M1 antag | M1 PAM | M4 antag | CHRM1 agonist | CHRM5 PAM | TAAR1 agonist | M4 ag | CHRM5 agonist
Cc1ccccc1NC(=S)N(Cc1ccco1)C(C)c1cccs1 (stereo unspecified) | 14 | -5 | 8 | 7 | 1 | -5 | 0 | 0 | -4
COc1cc(/C=N/NC(=O)c2ccccn2)ccc1OC(=O)c1ccc(Br)cc1 | 3 | -4 | 1 | 2 | 0 | 2 | 2 | 3 | -1
Cc1ccc(-c2cc3nc(C)cc(NCc4ccco4)n3n2)cc1 | -5 | -5 | 6 | 2 | -7 | 6 | 10 | -2 | -3
Cc1nn(C)c(C)c1/C=C(\C#N)S(=O)(=O)c1ccc(F)cc1 | -4 | -2 | -2 | -25 | 0 | 0 | 1 | 7 | 1
Cc1c(N=N/C(C(=O)Nc2ccccc2)=C(/O)c2ccccc2)c(=O)n(-c2ccccc2)n1C | -30 | -17 | 17 | -4 | -1 | 18 | 5 | 1 | 2
O=C1CCN(S(=O)(=O)c2ccccc2)N1 | 3 | 18 | -5 | -3 | 0 | -7 | 4 | 1 | -1
CCOc1ccc(NC(=O)C(C)Sc2nnc(C)n2C)cc1 (stereo unspecified) | -1 | -18 | 16 | -2 | 1 | 0 | 0 | 0 | 2
COCCNC(=S)N1CCN(C(=O)C(=O)Nc2ccc(C(=O)OC)cc2)CC1 | 4 | -4 | 8 | 8 | -3 | -2 | -1 | 1 | -2

Some of the entries above, set out differently:
Each structure is followed by: CHRM5 antagonist	M1 antag	M1 PAM	M4 antag	CHRM1 agonist	CHRM5 PAM	TAAR1 agonist	M4 ag	CHRM5 agonist
CCOc1ccc(NC(=O)C(C)Sc2nnc(C)n2C)cc1 (stereo unspecified)
 : -1	-18	16	-2	1	0	0	0	2
O=C1CCN(S(=O)(=O)c2ccccc2)N1
 : 3	18	-5	-3	0	-7	4	1	-1

Screening results from PubChem.

An excerpt (hit frequency here may not be typical).
